Assay outcomes (PubChem BioAssay)
ATXN2 expr inh – ATXN2 expression inhibition | hit rate 0.72% among 360,000 | Potency, µM (highest dose often 57 µM), for inactives: at the highest dose activity change, negative = inhibition, most hits filed as inhibitors | HEK-293 ATXN2-luciferase reporter, luminescence, 24 h; also: potency is read from the fitted curve at half-maximal effect; % is scaled to controls: 0 for no effect and ±100 for the full control effect; nearly all actives have a fitted effect of over 55% in size
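ATXN2-luciferase reporter cells (luciferase flanked by upstream and downstream ATXN2 gene portions) were treated 24 h at 37 °C with compounds at up to 57 uM. SteadyGlo luminescence gave expression; GF-AFC fluorescence gave viability.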
HepG2 viability – counter-screen for TGF-b inhibitors: cytotoxicity in HepG2 cells; HepG2 CAGA-GFP viability, ATP luminescence, 18 h; hit rate 0.76% among 410,000; Potency, µM (titrated, usually from 46.1 µM), inactives show at the highest dose activity change, negative = cytotoxicity, hits mostly cytotoxic; also: potency is read from the fitted curve at half-maximal effect; some results filed as inactive show a strong effect at the top dose
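HepG2 CAGA-GFP cells (1000/well, DMEM with 1% FBS) received compound, then TGF-beta at 500 pg/mL final, and were incubated 18 hours at 37 degrees C. Viability was read by CellTiter-Glo luminescence. Media-only wells were set as complete cell-killing and DMSO as no toxicity.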
Nrf2 inh – Nrf2 pathway inhibition | A549 ARE-Fluc reporter, luciferase luminescence, 18-24 h | Potency, µM (doses to about 46 µM), for the others: at the top dose activity change, negative = inhibition, most hits filed as inhibitors | hit rate 2.1% among 360,000; also: potency is read from the fitted curve at half-maximal effect; % is scaled to controls: 0 for no effect and ±100 for the full control effect; nearly all actives have a fitted effect of over 60% in size
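Quantitative HTS in A549 cells stably bearing an antioxidant response element-firefly luciferase construct. Inhibition of Nrf2-driven transcription was scored by luminescence after 18-24 h of compound exposure at 37 °C.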
IL1B secr inh – inhibitors of inflammasome signaling (IL-1 beta secretion); THP-1 LPS/ATP IL-1B secretion, AlphaLISA, 16 h; stronger effect = lower value; activity change, % at 57.5 µM; hit rate 4.7% among 360,000; in the data active = activity change below about -50%; inconclusive = mostly about -30% to -49%; also: % is scaled to controls: 0 for no effect and ±100 for the full control effect
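Secreted IL-1B measured by AlphaLISA bead assay after 16 h compound exposure of THP-1 cells; compounds (final up to 57.5 uM) added 1 h before LPS (250 ng/mL) and ATP (1.25 mM) stimulation; lower signal means less secretion.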
TGFb inhibitor – inhibitors of TGF-b signaling; HepG2 CAGA-GFP TGF-b/SMAD3 reporter, GFP fluorescence, 18 h; TGF-beta stimulated, 500 pg/mL final; hit rate 1.2% among 410,000; Potency, µM (titrated, usually from 46.1 µM), for inactives: at the highest dose activity, negative = inhibition, hits mostly inhibitors; also: potency is read from the fitted curve at half-maximal effect; % is scaled to controls: 0 for no effect and ±100 for the full control effect; nearly all actives have a fitted effect of over 65% in size
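Smad-responsive CAGA-GFP expression was quantified in HEPG2 cells exposed to compounds and 500 pg/mL final TGF-beta for 18 h at 37 degrees C; unstimulated wells defined full inhibition.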
A549 tox – kills or reduces viability of A549 cells in Nrf2 counter-screen; A549 ARE-Fluc cells, CellTiter-Fluor viability, 18-24 h; Potency, µM (series often up to 46 µM), without a hit: at the top dose activity change, negative = cytotoxicity, most hits filed as inhibitors; hit rate 0.16% among 390,000; AID 504648; also: potency is read from the fitted curve at half-maximal effect; % is scaled to controls: 0 for no effect and ±100 for the full control effect
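A549 ARE_Fluc cells in 5% FBS OPTI-MEM were exposed to compounds in concentration-response for 18-24 h at 37 deg C. Viability was read by CellTiter-Fluor fluorescence (Ex 405/Em 525) after 30 min, before the luciferase read.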
Nrf2 activator – activators of Nrf2 (ARE) signaling; AREc32 ARE-luciferase reporter (MCF7-derived line), luminescence, 24 h; Potency, µM (series often up to 46.1 µM), without a hit: at the top dose activation, hits mostly activators; hit rate 0.31% among 410,000; also: potency is read from the fitted curve at half-maximal effect; % of control where 0% means no effect; nearly all actives have a fitted effect of over 65% in size
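For detection, Steady-Glo was added and plates sat 30 min at RT; before that, AREc32_Fluc cells grown overnight in OPTI-MEM/5% FBS had been treated with 23 nL compound for 24 hr at 37 deg C.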
S2 tox – reduces viability in counter-screen for ATXN expression inhibitors; S2 cells (HEK-293 line with an ATXN2-luciferase reporter) viability, CellTiter-Fluor protease fluorescence, 24 h; Potency, µM (doses to about 56.7 µM), most hits filed as cytotoxic; hit rate 0.49% among 400,000; AID 651635; also: potency is read from the fitted curve at half-maximal effect; nearly all actives have a fitted effect of over 40% in size
MCF10A rereplic – induces DNA re-replication in MCF 10a normal breast cells | AID 624296 | Potency, µM (titrated, usually from 46.1 µM), for the others: at the top dose activity, positive = re-replication, most hits filed as activators | MCF 10A DNA re-replication, Hoechst nuclear intensity, 48 h | hit rate 2.9% among 350,000; also: potency is read from the fitted curve at half-maximal effect; % of control where 0% means no effect; nearly all actives have a fitted effect of over 50% in size
An asterisk follows results filed as active; i = inactive; ? = inconclusive; . = not tested or not shown; & = joins results of further samples; [ ] = remark or other dose. Unless noted, calls follow the shape of the dose curve; as a rule, active = well fitted curve in the direction sought with a large enough effect; inconclusive = small, poorly fitted or top-dose-only effect, or another doubt; inactive = no such curve, though single readings can be large; an effect the other way counts as inactive or inconclusive. Not a hit list (roughly 8.8% active in at least one column).

SMILES	ATXN2 expr inh	HepG2 viability	Nrf2 inh	IL1B secr inh	TGFb inhibitor	A549 tox	Nrf2 activator	S2 tox	MCF10A rereplic
CCOC(=O)NCc1ccc(S(=O)(=O)Nc2c(C)cccc2C)cc1	-12%	-2%	.	8	?	-2%	-0.7%	i	2%
Oc1c(CN2CCOCC2)cc(CN2CCOCC2)cc1CN1CCOCC1	12%	6%	6%	-9	8%	0%	0.0%	i	3%
CN(C(=O)COC(=O)CCc1c[nH]c2ccccc12)c1ccccc1	-3%	-3%	14%	0	-14%	-6%	-0.2%	i	1%
COc1ccccc1NC(=O)N(Cc1ccco1)Cc1cc2ccc(C)c(C)c2[nH]c1=O	?	7%	?	2	?	?	2.6%	?	7.3µM*
COc1ccccc1Nc1nn2c(=O)c3ccc(C(=O)NCCc4ccccc4)cc3nc2s1	.	3.2µM*	18µM*	.	2.2µM*	8.2µM*	3.5%	.	.
CC(C)CCNC(=O)c1cc([N+](=O)[O-])ccc1N1CCOCC1	-4%	-2%	4%	0	-12%	-4%	-0.1%	i	1%
CN1CCN(C(=O)C2CCCN(S(=O)(=O)c3ccccc3)C2)CC1 (stereo unspecified)	5%	5%	21%	0	11%	4%	-0.5%	i	4%
O=C1CCCN1c1ccc(C(=O)N(Cc2nnc(-c3ccccc3Cl)o2)C2CC2)cc1	-14%	-5%	10%	-5	-7%	1%	0.1%	i	5%
COc1ccc(NC(=O)C2CC3CCC2C3)c(OC)c1 (stereo unspecified)	11%	3%	?	-22	-3%	3%	-0.3%	i	7%
Cc1nnc(NC(=O)CCNC(=O)c2ccccc2Cl)s1	-16%	8%	15%	1	1%	0%	0.4%	i	-2%
COc1ccc(C(C(=O)OCCN(C)C)c2ccccc2)cc1 (stereo unspecified)	-3%	-9%	.	36	-3%	7%	0.3%	i	-13%
Cc1ccc(OCC(=O)NCCNC(=O)c2cnccn2)cc1C	1%	5%	0%	10	1%	1%	-0.6%	?	-1%
Cc1ccsc1C(=O)N1CCCC(CO)(Cc2ccccc2F)C1 (stereo unspecified)	13%	-8%	-9%	9	-1%	1%	-0.4%	i	-2%
CCOC(=O)CNC(=O)C(Cc1ccccc1)NC(=O)OCc1ccccc1 (stereo unspecified)	-32%	1%	5%	-26	-9%	15%	-0.2%	i	?
CC(=O)c1cc(C#N)c(SCc2ccccn2)nc1C	35%[activator]	-16%	13%	.	-6%	0%	2.6%	i	?

3 of the compounds above, with bars between the fields:
structure | ATXN2 expr inh | HepG2 viability | Nrf2 inh | IL1B secr inh | TGFb inhibitor | A549 tox | Nrf2 activator | S2 tox | MCF10A rereplic
COc1ccccc1Nc1nn2c(=O)c3ccc(C(=O)NCCc4ccccc4)cc3nc2s1 | . | 3.2µM* | 18µM* | . | 2.2µM* | 8.2µM* | 3.5% | . | .
COc1ccccc1NC(=O)N(Cc1ccco1)Cc1cc2ccc(C)c(C)c2[nH]c1=O | ? | 7% | ? | 2 | ? | ? | 2.6% | ? | 7.3µM*
Cc1nnc(NC(=O)CCNC(=O)c2ccccc2Cl)s1 | -16% | 8% | 15% | 1 | 1% | 0% | 0.4% | i | -2%

The listing continues:
SMILES	ATXN2 expr inh	HepG2 viability	Nrf2 inh	IL1B secr inh	TGFb inhibitor	A549 tox	Nrf2 activator	S2 tox	MCF10A rereplic
CCn1c(SC)nc2c([nH]c3ccccc32)c1=O	.	-13%	.	.	3%	1%	17%	.	.
COc1ccc(-n2c(=O)c3ccccc3n(CC(=O)NC3CCCCC3)c2=O)cc1OC	-20%	-2%	?	26	-1%	-21%	0.0%	i	?
COc1ccccc1CNC(=O)C1CCC(=O)N(CCCc2ccccc2)C1 (stereo unspecified)	1%	-16%	-10%	12	-3%	3%	0.2%	i	0%
Cc1cc(C)cc(NC(=S)N(CCCN2CCN(C)CC2)Cc2cccs2)c1	-9%	5%	10%	0	-8%	-1%	-0.3%	i	-21%
CCOC(=O)c1cnn(C(=O)c2ccccc2)c1N	.	-6%	-16%	-4	-1%	5%	-0.7%	i	8%
CCC1(CC)Cc2ccccc2-c2nc3ccccc3c(=O)n21	-18%	5%	-13%	6	-13%	8%	-0.7%	i	?
O=C(NC(=S)N1CCN(C(c2ccccc2)c2ccccc2)CC1)c1ccc(S(=O)(=O)N2CCOCC2)cc1	-7%	-10%	-13%	-3	-4%	4%	2.1%	i	12%
Cc1cc(C)nc(SCc2nnc(SCC(=O)N3CCOCC3)o2)n1	4%	-1%	13%	-7	-8%	-12%	0.2%	i	-1%
COc1cc2ccccc2cc1C(=O)Nc1nccs1	13%	-9%	?	-1	-6%	6%	19%	i	?
CC1=C(C(=O)OCc2ccccc2)C(c2ccoc2)C(C#N)=C(N)O1 (stereo unspecified)	-11%	-16%	10%	1	-12%	0%	-0.1%	i	2%
O=C(Oc1ccc(OC(=O)N2CCOCC2)cc1)c1ccccc1	6%	-22%	.	-15	-14%	-2%	2.3%	i	1%
COc1cc(C(=O)NCC2(N3CCCCC3)CCCCC2)ccc1OCC(=O)N1CCOCC1	-11%	-11%	6%	10	-2%	0%	0.3%	i	6%
Cc1cccnc1N(C(=O)Nc1ccccc1)C1=NCC(C)(C)S1	6%	-1%	6%	20	2%	-11%	0.5%	i	12%
Nc1nc(SCC(=O)c2ccc([N+](=O)[O-])cc2)n[nH]1	-5%	-17%	-2%	8	1%	2%	2.5%	i	7%
C#Cc1ccc([C@@H]2C=C(C(=O)OCC=C)O[C@H](OCCCCO)C2)cc1	-2%	-13%	7%	9	?	2%	6.0%	i	4%
CCN(CC(=O)Nc1ccc2c(c1)OCCO2)C(=O)C(C)Oc1ccc(Cl)cc1 (stereo unspecified)	9%	-2%	-14%	-15	1%	1%	-0.4%	i	2%
O=C(Nc1nccs1)c1ccccn1	-16%	-30%	?	-10	-5%	3%	4.6%	i	4%
Cn1c(SCC(=O)Nc2ccccc2F)nnc1-c1ccc(S(=O)(=O)N2CCOCC2)cc1	-5%	-1%	?	-3	-30%	-6%	-0.3%	i	16%
O=c1cc(-c2ccccc2)[nH]n1-c1nc2ccccc2s1	-16%	-38%	?	30	?	-8%	-0.6%	i	?
Cc1nn(C)c(C(=O)NC(=S)Nc2ccccc2Br)c1Cl	34%	-28%	?	?	-9%	8%	?	i	-27%
Cn1c2c(c(=O)n(C)c1=O)C(c1ccccc1C(F)(F)F)CC(=O)N2 (stereo unspecified)	-22%	6%	?	.	?	-16%	-0.7%	i	.
CCOC(=O)[C@]12CCC=C1N(Cc1cccc3ccccc13)C(=O)[C@H](CC(=O)NCCc1ccccc1OC)C2	-23%	.	.	?	.	.	5.8%	?	.
CCOc1ccccc1N1CCN(C(=O)c2ccncc2)CC1	8%	1%	?	13	-2%	19%	-0.6%	i	2%
O=C(c1ccco1)N1CCC(c2nc3c(nnn3Cc3ccc(F)cc3)c(=O)[nH]2)CC1	2%	13%	4%	34	17%	-14%	2.2%	i	2%
CC(C)(C)c1ccc(CC(=O)N2CCC2(C)C(=O)NS(=O)(=O)c2ccccc2Cl)cc1 (stereo unspecified)	7%	-35%	.	29	-12%	.	-0.2%	i	.
O=C(Nc1c(Cl)cccc1Cl)C1CCN(C(=O)c2cccs2)CC1	-12%	8%	-9%	-28	-20%	1%	-0.1%	i	2%
O=c1c2ccccc2sc2c(CO)ccc(NCCN3CCCCC3)c12	19µM*	-10%	?	-101*	?	?	9.6%	?	25%
CCc1ccc(C(=O)Nc2ccc(OC)c(S(=O)(=O)N3CCCCC3)c2)cc1	.	-17%	7.3µM*	-21	?	-11%	5.9%	?	8%
Cc1ccc(OCCCc2c(C)n[nH]c2C)cc1	-10%	-29%	10%	-16	?	-2%	5.4%	i	0%
Cc1ccc(-c2cccc(-c3cc(=O)oc4ccc(C(C)(C)C)cc34)c2)cc1	3%	-27%	14%	34	-22%	22%	-0.2%	i	-37%[inhibitor]
Cn1cc(Br)cc2nc(C(F)(F)F)nc1-2	-4%	-2%	.	20	0%	7%	0.3%	i	1%
CCc1nc2c(OCCC3CCCCC3)cccn2c1N(C)C(=O)COc1ccccc1	?	-17%	.	9	0%	.	0.1%[9.22 µM]	?	.
CCn1c(CNc2ccc(F)cc2)nnc1SCC(=O)Nc1ccccc1OC	7%	-37%	-4%	12	0%	1%	0.6%	i	3%
O=C(NCc1ccccc1F)C1CCCN1C(=O)Nc1ccc(F)cc1 (stereo unspecified)	-37%	34%	-2%	21	11%	0%	-0.4%	i	-6%
O=C(CN1CCN(S(=O)(=O)c2ccc(C(F)(F)F)cc2)CC1)N1CCNC1=O	-18%	-20%	-5%	2	0%	11%	-0.3%	i	3%
COc1ccc(S(=O)(=O)N(C)C[C@@H]2Oc3cc(Br)ccc3S(=O)(=O)N([C@H](C)CO)C[C@@H]2C)cc1	?	-31%	.	-20	15%	.	-0.6%	?	.
O=C(O)c1cccc(-c2noc(-c3ccccc3F)n2)c1	?	.	?	.	.	-3%	.	i	2%
O=C(c1ccc(CS(=O)(=O)c2cccc(C(F)(F)F)c2)o1)N1CCN(c2ccccn2)CC1	-2%	2%	2%	29	-6%	?	1.7%	i	?
Cc1ccc(-c2nc(N/N=C/c3ccncc3)c3ccccc3n2)cc1	-32%	-89%	?	0	-19%	-27%	5.7%	i	3%
COc1ccc(NC(=S)NCCc2c[nH]c3ccc(OC)cc23)c(OC)c1	-6%	-46%	-10%	?	?	11%	-0.8%	i	0%
Cc1ccc(CCNC(=O)CCS(=O)(=O)c2ccc3c(c2)oc(=O)n3C)cc1	-15%&4%	13%&5%	?	-6	9%&-22%	11%&-1%	-0.1%&-0.5%	i	6%
COc1cc2ccccc2cc1C(=O)NCc1ccncc1	16%	10%	-1%	-16	0%	2%	-0.3%	i	2%
CCn1c(C(=O)N2CCCC(C(=O)N3CCN(c4cc(C)ccc4C)CC3)C2)cc2sccc21 (stereo unspecified)	.	-17%	?	.	.	-2%	-0.3%	.	.
